Screening results (PubChem BioAssay)
TGFb inhibitor: TGF-b pathway inhibition; HepG2 CAGA-GFP TGF-b/SMAD3 reporter, GFP fluorescence, 18 h; TGF-beta stimulated, 500 pg/mL final; Potency, µM (series often up to 46.1 µM), for the others: at the highest dose activity, negative = inhibition, most hits filed as inhibitors; actives 1.2% (n = 410,000); AID 588855; also: potency is read from the fitted curve at half-maximal effect; % is scaled to controls: 0 for no effect and ±100 for the full control effect; nearly all actives have a fitted effect of over 65% in size
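Cell-based qHTS in HEPG2 carrying a CAGA-GFP Smad reporter; compounds added before 500 pg/mL final TGF-beta, 18 h incubation at 37 degrees C, GFP fluorescence quantified per cell by imaging cytometry.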
MCF10A rerep: DNA re-replication induction in MCF 10a cells; AID 624296; actives 2.9% (n = 350,000); MCF 10A DNA re-replication, Hoechst nuclear intensity, 48 h; Potency, µM (top dose mostly 46.1 µM), inactives show top-dose activity, positive = re-replication, most hits filed as activators; also: potency is read from the fitted curve at half-maximal effect; % of control where 0% means no effect; nearly all actives have a fitted effect of over 50% in size
ATXN2 expr inh: ATXN2 expression inhibition; Potency, µM (titrated, usually from 57 µM), for the others: at the highest dose activity change, negative = inhibition, most hits filed as inhibitors; HEK-293 ATXN2-luciferase reporter, luminescence, 24 h; actives 0.72% (n = 360,000); AID 1745845; also: potency is read from the fitted curve at half-maximal effect; % is scaled to controls: 0 for no effect and ±100 for the full control effect; nearly all actives have a fitted effect of over 55% in size
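qHTS (up to 57 uM final) was run with 24 h compound exposure of reporter cells at 37 °C. Each well was multiplexed: SteadyGlo luminescence measured ATXN2-luciferase expression after a fluorogenic Gly-Phe-AFC viability readout (25 uM final).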
S2 tox: cell viability loss in ATXN counter-screen | AID 651635 | actives 0.49% (n = 400,000) | S2 cells (HEK-293 line with an ATXN2-luciferase reporter) viability, CellTiter-Fluor protease fluorescence, 24 h | Potency, µM (series often up to 56.7 µM), most hits filed as cytotoxic; also: potency is read from the fitted curve at half-maximal effect; nearly all actives have a fitted effect of over 40% in size
IL1B secr inh: inflammasome signaling inhibition, IL-1 beta readout. THP-1 LPS/ATP IL-1B secretion, AlphaLISA, 16 h; hits give low values. activity change, % at 57.5 µM. actives 4.7% (n = 360,000); in the data active = activity change below about -50%; inconclusive = mostly about -30% to -49%; also: % is scaled to controls: 0 for no effect and ±100 for the full control effect
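THP-1 cells pretreated 1 hr with compounds (up to 57.5 uM final), then stimulated with LPS (250 ng/mL final) plus ATP (1.25 mM final); secreted IL-1B measured by AlphaLISA after 16 hr, decreased signal indicating inhibition.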
A549 viability: counter-screen for Nrf2 inhibitors: cytotoxicity in A549 cells | A549 ARE-Fluc cells, CellTiter-Fluor viability, 18-24 h | Potency, µM (series often up to 46 µM), without a hit: at the highest dose activity change, negative = cytotoxicity, actives largely listed as inhibitors | actives 0.16% (n = 390,000) | AID 504648; also: potency is read from the fitted curve at half-maximal effect; % is scaled to controls: 0 for no effect and ±100 for the full control effect
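A549 ARE-Fluc cells in 5% FBS OPTI-MEM, 5000 cells/well, rested 2 h then exposed to compounds in concentration-response for 18-24 h at 37 °C. Viability by CellTiter-Fluor fluorescence (Ex 405/Em 525) after 30 min; luciferase luminescence (BugLite, 15 min, RT) read afterwards.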
Nrf2 inh: blocks Nrf2 signaling; A549 ARE-Fluc reporter, luciferase luminescence, 18-24 h; Potency, µM (highest dose often 46 µM), inactives show top-dose activity change, negative = inhibition, hits mostly inhibitors; actives 2.1% (n = 360,000); AID 504444; also: potency is read from the fitted curve at half-maximal effect; % is scaled to controls: 0 for no effect and ±100 for the full control effect; nearly all actives have a fitted effect of over 60% in size
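A549 ARE_Fluc cells, 5000/well, 5% FBS OPTI-MEM; compounds in dose-response, 18-24 h at 37 °C/5% CO2; CellTiter-Fluor viability read (Ex 405/Em 525), then BugLite luciferase luminescence = Nrf2 activity.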
HepG2 tox: HepG2 cytotoxicity, counter-screen for TGF-b inhibitors | Potency, µM (highest dose often 46.1 µM), for the others: top-dose activity change, negative = cytotoxicity, most hits filed as cytotoxic | actives 0.76% (n = 410,000) | HepG2 CAGA-GFP viability, ATP luminescence, 18 h; also: potency is read from the fitted curve at half-maximal effect; some results filed as inactive show a strong effect at the top dose
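HepG2 CAGA-GFP cells (1000/well, DMEM with 1% FBS) received compound, then TGF-beta at 500 pg/mL final, and were incubated 18 hours at 37 degrees C. Viability was read by CellTiter-Glo luminescence. Media-only wells were set as complete cell-killing and DMSO as no toxicity.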
Nrf2 ARE act: Nrf2 pathway activation. Potency, µM (titrated, usually from 46.1 µM), without a hit: at the top dose activation, hits mostly activators. AID 624171. AREc32 ARE-luciferase reporter (MCF7-derived line), luminescence, 24 h. actives 0.31% (n = 410,000); also: potency is read from the fitted curve at half-maximal effect; % of control where 0% means no effect; nearly all actives have a fitted effect of over 65% in size
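AREc32 cells carrying an ARE-driven firefly luciferase, 1000 cells/well in OPTI-MEM with 5% FBS, dosed after overnight attachment and incubated 24 hr at 37 deg C. Steady-Glo luminescence read after 30 min at RT.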
* marks the source's active call; other numbers are inactive results; i = inactive; ? = inconclusive; . = no result given; [ ] = dose if it differs, or a comment. Unless noted, calls follow the shape of the dose curve; as a rule, active = well fitted curve in the direction sought with a large enough effect; inconclusive = small, poorly fitted or top-dose-only effect, or another doubt; inactive = no such curve, though single readings can be large; an effect the other way counts as inactive or inconclusive.

no.	Structure	TGFb inhibitor	MCF10A rerep	ATXN2 expr inh	S2 tox	IL1B secr inh
1	O=C(Cn1cnc2c(nnn2Cc2ccccc2)c1=O)NCC1CCCO1 (stereo not given)	2%	0%	11%	i	0
2	N/C(=N\OC(=O)COc1ccc(Br)cc1Cl)c1ccccn1	-14%	13%	12%	i	-12
3	Cc1ccc2c(C(=O)CCl)c(C)[nH]c2c1	?	18µM*	20%	i	-98*
4	Cc1ccccc1OCCC(=O)OCC(=O)N1CCN(S(=O)(=O)c2ccc(Cl)cc2)CC1	0%	1%	1%	i	12
5	Cc1cc(C)cc(NS(=O)(=O)c2ccc3[nH]cc(C(=O)N(C)Cc4ccccc4)c(=O)c3c2)c1	?	.	11%	i	.
6	CCN1C(=O)NC2=C(C(=O)c3ccccc32)C1c1ccccc1F (stereo not given)	3%	?	2%	?	-17
7	COc1cc(Nc2nn(-c3ccc(OC(F)(F)F)cc3)nc2C(C)=O)cc(OC)c1	0%	.	.	.	.
8	Cc1ccc(NS(=O)(=O)Cc2ccccc2)nc1	1%	-1%	10%	i	-5
9	CCOc1ccc(CC2CC(=O)NC2=O)cc1 (stereo not given)	7%	-7%	1%	i	3
10	O=C(NC1CCCCCCC1)c1ccccc1O	0%	-2%	90%[activator]	i	-16

no.	A549 viability	Nrf2 inh	HepG2 tox	Nrf2 ARE act
1	5%	10%	1%	-0.1%
2	24%	?	-21%	-2.4%
3	-1%	1%	-96%	-0.6%
4	2%	-2%	0%	-0.1%
5	9%	9%	-8%	-0.5%
6	-10%	-12%	-1%	3.4%
7	-5%	-1%	-4%	-0.9%
8	-13%	?	-3%	0.0%
9	0%	-3%	6%	-0.5%
10	-2%	-11%	-9%	2.7%

Other structures:
no.	Structure	TGFb inhibitor	MCF10A rerep	ATXN2 expr inh	S2 tox	IL1B secr inh
11	CC(C)(C)NC(=O)CN(C(=O)CNS(=O)(=O)c1ccc(Cl)cc1)c1ccc2c(c1)OCCO2	?	-1%	-11%	i	-5
12	O=C(COC(=O)CC1CCCCC1)Nc1c(Cl)cccc1Cl	-19%	-3%	9%	i	66
13	CN(C)c1ccc(CNC(=O)CCCN2C(=O)CCn3nc(-c4cn(C)c5ccccc45)cc32)cc1	-17%	.	-7%	i	.
14	Cc1ccc(S(=O)(=O)CS(=O)(=O)c2ccc(C)cc2)cc1	-12%	-1%	-1%	i	-5
15	COc1ccc(C(=O)NCC(=O)OC2CCCCC2=O)cc1 (stereo not given)	-14%	0%	17%	i	14
16	CCOC(=O)c1cnc2cc(-c3ccc(OCC)cc3)nn2c1-c1ccccc1	-13%	.	.	.	.
17	Clc1ccc(OCc2nn3c(-c4ccccc4)nnc3s2)c(Cl)c1	-12%	?	-9%	i	9
18	O=C(CNC(=O)c1ccc(Br)o1)NCC1CCCO1 (stereo not given)	8%	-16%	9%	i	17
19	CCCCNC(=O)C1(C)CCCCN1C(=O)c1cc(C)n(C(C)(C)C)n1 (stereo not given)	22%	.	2%	i	14
20	O=C(Nc1cccc(CNCCc2c[nH]c3ccccc23)c1)c1ccccc1Cl	?	9%	.	?	?

no.	A549 viability	Nrf2 inh	HepG2 tox	Nrf2 ARE act
11	-11%	8%	-19%	0.2%
12	1%	14%	4%	0.1%
13	4%	.	-2%	-0.1%
14	-1%	-13%	-1%	0.0%
15	5%	?	-4%	0.3%
16	0%	28%	1%	-0.5%
17	0%	.	0%	-0.6%
18	0%	16%	8%	0.2%
19	.	.	3%	-0.5%[9.22 µM]
20	-12%	-10%	-79%	-2.4%

The list continues.
no.	Structure	TGFb inhibitor	MCF10A rerep	ATXN2 expr inh	S2 tox	IL1B secr inh
21	O=C(O)c1ccc(NS(=O)(=O)c2cccc3nsnc23)cc1	-10%	14%	-13%	?	26
22	Cc1cc(C(=O)CN2CCCC(C)C2)c(C)n1-c1ccc(F)cc1 (stereo not given)	-5%	8%	-33%	i	5
23	O=S(=O)(NCCc1ccc(F)cc1)c1cc(C(F)(F)F)ccc1Br	?	?	-23%	i	-13
24	CCCC(C)NC(=O)COc1ccc(S(=O)(=O)N2CCCC2)cc1 (stereo not given)	20%	-1%	2%	i	26
25	CCCS(=O)(=O)N1CCCC(C(=O)NCCCN2CCN(c3cccc(Cl)c3)CC2)C1 (stereo not given)	-4%	0%	-20%	i	-15
26	O=S(=O)(c1ccccc1)N1CCN(c2nnc(-c3ccccc3)c3ccccc23)CC1	-36%	-4%	0%	i	3
27	COC(=O)CN(Cc1ccccc1)S(=O)(=O)c1ccc(OC)c(OC)c1	17%	-3%	-1%	i	43
28	COc1cccc(/C=N/N=C(\N)c2nonc2N)c1O	-5%	?	0%	i	-22
29	COc1ccc(OC)c(S(=O)(=O)NCc2csc(-c3ccccc3)n2)c1	-21%	-6%	-10%	i	9
30	CCOc1ccc(NC(=O)CCN2CCN(S(=O)(=O)c3ccc(Cl)cc3)CC2)cc1	?	8%	-3%	i	-15

no.	A549 viability	Nrf2 inh	HepG2 tox	Nrf2 ARE act
21	-5%	3%	7%	0.4%
22	1%	?	-7%	4.0%
23	2%	-12%	-69%	-0.2%
24	-5%	-26%	3%	-0.8%
25	-1%	?	-16%	1.7%
26	-5%	?	-11%	0.3%
27	2%	1%	-27%	-0.7%
28	8%	5%	-18%	3.3%
29	8%	-1%	-19%	-0.5%
30	-13%	-13%	-24%	0.5%

3 compounds from above, arranged by formula weight, descending:
no.	Structure	TGFb inhibitor	MCF10A rerep	ATXN2 expr inh	S2 tox	IL1B secr inh
25	CCCS(=O)(=O)N1CCCC(C(=O)NCCCN2CCN(c3cccc(Cl)c3)CC2)C1 (stereo not given)	-4%	0%	-20%	i	-15
22	Cc1cc(C(=O)CN2CCCC(C)C2)c(C)n1-c1ccc(F)cc1 (stereo not given)	-5%	8%	-33%	i	5
28	COc1cccc(/C=N/N=C(\N)c2nonc2N)c1O	-5%	?	0%	i	-22

no.	A549 viability	Nrf2 inh	HepG2 tox	Nrf2 ARE act
25	-1%	?	-16%	1.7%
22	1%	?	-7%	4.0%
28	8%	5%	-18%	3.3%

Other structures.
no.	Structure	TGFb inhibitor	MCF10A rerep	ATXN2 expr inh	S2 tox	IL1B secr inh
31	O=C(COC(=O)Cc1ccc(S(=O)(=O)N2CCOCC2)s1)NCc1ccc(Cl)cc1	0%	-1%	-10%	i	11
32	COc1ccc(N2C(=O)CC(N3CCCCC3)C2=O)cc1 (stereo not given)	-5%	0%	.	i	29
33	Cc1cc(Br)ccc1SCC(=O)OCC(=O)NCc1ccco1	-1%	2%	2%	i	8
34	COCCN1C(=O)c2ccc(C(=O)Nc3cccnc3)cc2C1=O	-2%	0%	1%	i	-15
35	O=C(CCCn1c(=O)[nH]c2cc(Cl)ccc2c1=O)NC1CCCCCC1	-5%	0%	-4%	i	14
36	Cc1cccc(NC(=O)/C(C#N)=C/c2cn(CC(=O)NCc3ccco3)c3ccccc23)c1	1%	8.2µM*	7%	i	8
37	Cc1ccc(NC(=S)NNC(=O)Cn2nc(C(F)F)cc2C(F)F)cc1	-5%	-3%	-1%	i	4
38	Cc1nn(-c2ccccc2)c(C)c1/C=N/N1CCN(c2ccccn2)CC1	1%	12%	-22%	i	-4
39	N#Cc1ccc(C(=O)Nc2cc(-c3ccccc3)nn2-c2ccccc2)cc1	-21%	-3%	-11%	i	-17
40	Cc1cc(C)n(-c2ccc(C(=O)OC(C)C(=O)Nc3ccc(C(N)=O)cc3)cc2)n1 (stereo not given)	2%	0%	7%	i	-15

no.	A549 viability	Nrf2 inh	HepG2 tox	Nrf2 ARE act
31	3%	12%	-12%	-0.2%
32	-4%	4%	20%	0.4%
33	-14%	-13%	13%	4.8%
34	2%	9%	-1%	0.5%
35	3%	-8%	-3%	0.2%
36	0%	-10%	-6%	5.9%
37	1%	13%	0%	-0.5%
38	4%	-7%	-1%	-0.1%
39	-10%	-99%	-14%	2.3%
40	-7%	-14%	7%	-0.3%

(continued)
no.	Structure	TGFb inhibitor	MCF10A rerep	ATXN2 expr inh	S2 tox	IL1B secr inh
41	CN1CCN(C(=O)N2c3ccccc3CCc3ccccc32)CC1	0%	2%	15%	i	-21
42	COc1ccccc1OCCOCCOc1ccc(C)cc1Br	-16%	?	1%	i	0
43	Cc1nc(-c2ccccc2)sc1CCNS(=O)(=O)c1ccc(Br)cc1	11µM*	.	?	i	.
44	COCCCNC(=O)CN(c1ccc(Cl)c(Cl)c1)S(C)(=O)=O	-2%	-4%	6%	i	-5
45	COc1ccc(Cn2c(C(=O)O)c(CNCCc3cccs3)c3ccc(OC)cc32)cc1	-25%	.	11%	?	.
46	CCCCOc1ccc(-c2ncc(Cl)cn2)cc1	-6%	?	44%[activator]	i	-17
47	O=C(NC1CCCCC1)C1CCCN1S(=O)(=O)c1cccc2nsnc12 (stereo not given)	-14%	-1%	-10%	i	33
48	COc1ccc(/C=N/n2cnnc2)cc1Br	-15%	-23%	-13%	i	.
49	CCOc1ccc(NC(=O)c2oc3ccccc3c2NC(=O)c2cc3ccccc3o2)cc1	?	.	30%	?	.

no.	A549 viability	Nrf2 inh	HepG2 tox	Nrf2 ARE act
41	-3%	5%	-46%	0.2%
42	12%	-5%	-29%	0.0%
43	4%	.	-43%	-0.2%
44	1%	-1%	-3%	-0.1%
45	?	?	-7%	7.2%
46	6%	?	1%	0.5%
47	.	-15%	-15%	-0.6%
48	2%	1%	-10%	0.1%
49	2%	5%	-3%	-0.5%
